# Abeta yeast res: qHTS for compounds that reverse cellular toxicity of Amyloid beta (A-beta) peptide in yeast: Primary Screen. yeast expressing A-beta42, growth rescue, OD600, 48 h; response scale: 0% DMSO, 100% iron-clioquinol control. Potency, µM (series often up to 46.1 µM), without a hit: at the top dose growth rescue, usual class: activators. 0.063% of 410,000 active. AID 1347071, 2019; further: potency means the concentration at half of the fitted maximal effect; nearly all actives have a fitted effect of over 55% in size
#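 Growth rescue measured by 600 nm absorbance after 48 h yeast culture at 30 C with compound. Values normalized between DMSO and an equimolar ferric chloride plus clioquinol control.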
# aSyn rescue: qHTS of alpha-syn Inhibitors; Yeast expressing alpha-synuclein, growth rescue, BacTiter-Glo, 24 h; Potency, µM (titrated, usually from 46.1 µM), for inactives: at the top dose growth rescue (activation), hits mostly activators; 0.14% of 370,000 active; AID 652106, 2013; further: potency means the concentration at half of the fitted maximal effect; % of control where 0% means no effect; nearly all actives have a fitted effect of over 65% in size
#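 Screening used galactose-induced yeast with toxic alpha-synuclein levels, exposed to compound for 24 hr at 30 deg C. Cell growth, read with BacTiter-Glo luminescence, gave the measured signal.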
# HEK293 tox: qHTS of GLP-1 Receptor Inverse Agonists: Cytotox Screen; HEK293 cAMP-luciferase reporter cells, luminescence, 24 h; Potency, µM (top dose mostly 38.3 µM), without a hit: at the top dose activity change, negative = inhibition, actives largely listed as inhibitors; 0.13% of 410,000 active; AID 624418, 2012;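 further: loss of luciferase light is scored as toxicity; potency means the concentration at half of the fitted maximal effect; on the % scale 0 is the no-effect control and ±100 the full control effect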
#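 1536-well qHTS counterscreen of the MLSMR; 200 cells/uL, 12 h pre-incubation, 23 nL cpd, 24 h at 37 deg C 5% CO2, luciferase detection reagent, 12 min RT, luminescence. Inhibition = undesired.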
# TDP43 rescue: qHTS of TDP-43 Inhibitors | TDP-43 expressing yeast growth rescue, BacTiter-Glo, 24 h | Potency, µM (series often up to 46.1 µM), for inactives: at the top dose growth rescue (activation), most hits filed as activators | 1.8% of 410,000 active; further: potency means the concentration at half of the fitted maximal effect; % of control where 0% means no effect; nearly all actives have a fitted effect of over 50% in size
#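 Yeast expressing TDP-43 (pregrown in raffinose, seeded at OD600=0.02 in galactose medium) exposed to compounds 24 hr at 30 deg C. Growth read by BacTiter-Glo luminescence; rescue of toxicity appears as increased signal.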
# pAkt inh: HTS Assay for Inhibitors of Akt Phophorylation: Primary Screen; AID 651550, 2012; 0.32% of 360,000 active; activity change, % for hits at 50 µM; Neuro2A IGF-stimulated pAkt S473 HTRF, 20 min; active compounds read low; in the data active means activity change below about -80%; inconclusive means mostly about -51% to -80%; further: on the % scale 0 is the no-effect control and ±100 the full control effect
#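 Neuro2A cells in DMEM with 0.5% FBS, overnight at 37 deg C, given compound at single 50 µM final, then IGF (6 nM final) for 20 min at 37 deg C. Lysed; phospho-Akt Ser473 by HTRF after 24 h, 665/615 ratio.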
# FUS yeast rescue: qHTS for Suppressors of FUS Proteinopathy: Primary screen using FUS-linked yeast assay; Potency, µM (top dose mostly 76.6 µM), without a hit: at the top dose growth rescue (activation), usual class: activators; S. cerevisiae FUS-expressing, growth rescue, OD600, 24 h; 0.24% of 390,000 active; AID 1347120, 2019;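 further: potency means the concentration at half of the fitted maximal effect; plate controls were DMSO vehicle for no effect and reference control for full effect; nearly all actives have a fitted effect of over 55% in size; some results filed as inactive show a strong effect at the top dose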
#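 Restored growth of FUS-toxic S. cerevisiae, read as 600 nm absorbance after 24 h at 30C in galactose medium (starting OD 0.005). Controls CP55940 and DMSO.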
# MmCpn inh: Inhibitors of TCP-1 ring complex (TRiC) of Methanococcus maripaludis (MmCpn): qHTS | Chaperonin Mm-Cpn (Methanococcus maripaludis) | purified Mm-Cpn ATPase, ADP Transcreener TR-FRET | Potency, µM (highest dose often 76.9 µM), without a hit: at the top dose activity, negative = inhibition, usual class: inhibitors | 0.031% of 330,000 active | AID 504842, 2011; further: potency means the concentration at half of the fitted maximal effect; on the % scale 0 is the no-effect control and ±100 the full control effect; nearly all actives have a fitted effect of over 80% in size
#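 Purified archaeal chaperonin (25 nM final) was preincubated with compound for 10 min at 37°C, then ATP (10 uM final) was added for 30 min at 37°C in Tris pH 7.4/KCl/MgCl2/DTT buffer. ADP was quantified by HTRF Transcreener TR-FRET.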
# GLP-1R inv ag: qHTS of GLP-1 Receptor Inverse Agonists (Inhibition Mode). HEK293 GLP-1R CRE-luciferase, luminescence, 24 h; GLP-1R form is constitutively active. Potency, µM (highest dose often 38.3 µM), without a hit: at the highest dose activity change, negative = inhibition, hits mostly inhibitors. 1.6% of 410,000 active. Glucagon-like peptide 1 receptor (Homo sapiens), P43220. AID 624417, 2012; further: potency means the concentration at half of the fitted maximal effect; on the % scale 0 is the no-effect control and ±100 the full control effect; nearly all actives have a fitted effect of over 55% in size
# Target sequence (P43220 whole entry, looked up): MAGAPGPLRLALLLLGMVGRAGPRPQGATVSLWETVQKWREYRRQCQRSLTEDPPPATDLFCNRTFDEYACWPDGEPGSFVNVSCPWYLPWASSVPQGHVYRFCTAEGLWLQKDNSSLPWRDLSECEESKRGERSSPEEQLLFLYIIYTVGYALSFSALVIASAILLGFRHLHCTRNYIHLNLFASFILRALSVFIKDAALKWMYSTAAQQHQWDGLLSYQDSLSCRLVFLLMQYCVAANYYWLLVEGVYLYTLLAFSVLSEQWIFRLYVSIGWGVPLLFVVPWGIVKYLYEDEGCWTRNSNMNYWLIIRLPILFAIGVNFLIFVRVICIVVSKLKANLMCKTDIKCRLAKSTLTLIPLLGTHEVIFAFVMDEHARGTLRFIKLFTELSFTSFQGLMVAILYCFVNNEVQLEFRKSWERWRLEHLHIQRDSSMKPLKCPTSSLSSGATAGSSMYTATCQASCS
#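 Cells are plated, allowed 12 hours at 37 deg C, then treated with compounds for 24 hr before luciferase detection reagent is added and luminescence is read after 12 min at room temperature. The HEK293 line carries constitutively active GLP-1R with a cAMP-responsive reporter.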
# PTHR1 ag: qHTS for PTHR1 Agonists: Primary Screen | Parathyroid hormone/parathyroid hormone-related peptide receptor (Homo sapiens), Q03431 | HEK293 GP2 PTHR1 cells, GloSensor cAMP luminescence, 1 h | Potency, µM (highest dose often 115 µM), for the others: at the top dose activation, usual class: activators | 0.075% of 410,000 active; further: potency means the concentration at half of the fitted maximal effect; nearly all actives have a fitted effect of over 55% in size; some results filed as inactive show a strong effect at the top dose; inactives centre near -15; many of its hits are not listed in these tables
# Target sequence (Q03431 whole entry, looked up): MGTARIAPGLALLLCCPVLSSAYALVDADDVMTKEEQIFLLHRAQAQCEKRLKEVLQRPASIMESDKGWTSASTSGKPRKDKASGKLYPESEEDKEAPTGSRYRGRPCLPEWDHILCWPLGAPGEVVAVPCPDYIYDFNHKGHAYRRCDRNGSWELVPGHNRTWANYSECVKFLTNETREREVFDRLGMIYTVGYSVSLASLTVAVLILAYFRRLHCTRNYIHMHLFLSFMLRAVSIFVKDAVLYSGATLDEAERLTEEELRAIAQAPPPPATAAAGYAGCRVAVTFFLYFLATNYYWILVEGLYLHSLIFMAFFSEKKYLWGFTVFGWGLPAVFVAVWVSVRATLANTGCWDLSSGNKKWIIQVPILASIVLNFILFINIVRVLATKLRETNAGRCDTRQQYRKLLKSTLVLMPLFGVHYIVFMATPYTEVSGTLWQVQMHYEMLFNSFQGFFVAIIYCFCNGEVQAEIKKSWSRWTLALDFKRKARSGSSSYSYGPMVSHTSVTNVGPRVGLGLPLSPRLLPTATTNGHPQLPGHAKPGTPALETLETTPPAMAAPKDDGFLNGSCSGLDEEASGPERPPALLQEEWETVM
#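 HEK-293-derived GP2 cells expressing PTHR1 and a GloSensor cAMP reporter, 3,000/well, plated overnight, given luciferin plus IBMX (each 0.5 mM as added) for 1 h at 37 °C, then compound for 1 h at 37 °C. Luminescence was read after 15 min at room temperature.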
# An asterisk follows results filed as active; i = inactive; u = inconclusive; x = not tested or not shown; [ ] = another dose, or the depositor's remark. Unless noted, the call rests on the fitted dose curve; in most records, active means well fitted curve in the direction sought with a large enough effect; inconclusive means small, poorly fitted or top-dose-only effect, or another doubt; inactive means no such curve, though single readings can be large; an effect the other way counts as inactive or inconclusive. Not all compounds are listed, so the mix of outcomes need not match the whole.
SMILES,Abeta yeast res,aSyn rescue,HEK293 tox,TDP43 rescue,pAkt inh,FUS yeast rescue,MmCpn inh,GLP-1R inv ag,PTHR1 ag
Cc1ccc(NS(=O)(=O)c2ccc(OCC(=O)Nc3cccc([N+](=O)[O-])c3)c(C)c2)cc1,-6%,-1%,-23%,-8%,i,-5%,2%,10µM*,-23%
COc1ccc(C(=O)NCCNc2nc3c(C)cccc3cc2C#N)cc1,6%,-1%,23%,7%,i,-14%,x,6%,i
N#C/C(=C(/O)CCCl)c1ccccn1,-11%,-3%,x,-18%,i,-25%,-4%,-5%,i
CC(C)CCN(C(=O)c1ccccn1)c1c(N)n(Cc2ccccc2)c(=O)[nH]c1=O,-11%,0%,1%,-16%,i,32%,1%,10%,-15%
COC(=O)Nc1ccc(S(=O)(=O)Nc2cc(C(F)(F)F)c[nH]c2=O)cc1,-6%,-1%,6%,-8%,i,4%,0%,12%,-25%
CC1Oc2ccccc2C=C1/C=N/NC(=O)c1ccccc1 (configuration not stated),-9%,-16%,-5%,0%,i,19%,-2%,u,-33%[inhibitor]
O=C1C=C(c2n[nH]nc2-c2ccccc2)C[C@@H](c2ccc(F)cc2)C1,-7%,-1%,-11%,0%,i,-12%,x,-28%,-18%
CCOC(=O)c1ccccc1NC(=O)Cn1ncc2c1-c1ccccc1OC2,-8%,x,-2%,12%,x,12%,x,18%,-10%
Cn1ccc(C(=O)Nc2ccc3c(c2)OCCO3)n1,-17%,-20%,2%,-7%,i,15%,-9%,u,-26%
CC(=O)NC12CC3CC(C1)CC(C(=O)N1CCN(S(=O)(=O)c4ccccc4C#N)CC1)(C3)C2,-3%,-2%,-12%,-12%,i,1%,x,6%,-3%
COC(=O)C1=C(NC(C)=O)CCS1,-25%,1%,4%,-5%,i,x,-1%,7%,i
CSc1ccccc1OCc1cc(C(=O)N2CCCC(C)C2)no1 (configuration not stated),14%,-1%,-3%,u,i,24%,-2%,u,-32%[inhibitor]
CCn1c(N2CCN(S(=O)(=O)CC)CC2)nc2ccccc21,2%,-1%,2%,10%[9.22 µM],i,-4%,0%,37%[activator],i
COc1cccc(-c2nc(NCc3ccccc3)c3ccccc3n2)c1O,-4%,-7%,u,9%,i,31%,-6%,u,i
COc1ccc(C(=O)Nc2c(Cl)cc(Cl)cc2C(=O)N2CCC(C)CC2)cc1,-27%,-1%,16%,2%,i,x,0%,u,-12%
O=C(COC(=O)CCc1ccccc1)Nc1ccccc1OC(F)F,9%,-4%,u,-1%,i,-5%,-1%,-4%,-19%
COc1ccc(OC)c(CN2CCC(C(=O)N3CCOCC3)CC2)c1,9%,0%,15%,-12%,i,11%,0%,9%,u
Cc1ccc(/C=C2/CNC/C(=C/c3ccc(C)cc3)C2=O)cc1,-18%,3%,u,-1%,i,x,x,u,-26%
CCn1c(/C(C#N)=N/O)nc2ccccc21,7%,-7%,-3%,18%,i,-35%,3%,15%,i
COc1ccc([C@H]2C[C@@H](O)[C@H](n3cc(C4CC4)nn3)CN2CC2CCCCC2)cc1,7%,0%,-14%,27%,i,10%,x,7.9µM*,-29%
Cn1cccc1-c1cc(C(=O)O)[nH]n1,-12%,0%,-6%,11%,i,28%,3%,10%,i
O=S1(=O)C[C@@H](N2CCCC2)[C@H](COCc2ccccc2)N1,-4%,-6%,1%,19%,i,-25%,x,28%,-8%
CCOC(=O)c1ccc(NS(=O)(=O)c2ccc3c(c2)CCN3C(=O)CC)cc1,-4%,x,-3%,20%,x,21%,x,-1%,-8%
COc1cc(C2/C(=C(\O)c3cc(C)ccc3C)C(=O)C(=O)N2CCN(C)C)ccc1O (configuration not stated),14%,-9%,-11%,6%,i,9%,1%,-4%,i
Cc1cccc(N2CC(c3nc4ccc(C)cc4[nH]3)CC2=O)c1 (configuration not stated),10%,x,-1%,1%,x,-17%,x,15%,-53%[inhibitor]

# Single values from above.
# `Cc1ccc(/C=C2/CNC/C(=C/c3ccc(C)cc3)C2=O)cc1` in aSyn rescue is listed with 3%
# `Cc1ccc(NS(=O)(=O)c2ccc(OCC(=O)Nc3cccc([N+](=O)[O-])c3)c(C)c2)cc1` in aSyn rescue is listed with -1%
# `COc1ccc(C(=O)NCCNc2nc3c(C)cccc3cc2C#N)cc1` in GLP-1R inv ag is listed with 6%

# Other results.
SMILES,Abeta yeast res,aSyn rescue,HEK293 tox,TDP43 rescue,pAkt inh,FUS yeast rescue,MmCpn inh,GLP-1R inv ag,PTHR1 ag
Cc1ccc(S(=O)(=O)n2nc(C)c(S(=O)(=O)N3CCCCCC3)c2C)cc1,-19%,x,8%,u,x,7%,x,18%,-1%
CC(C)OC(=O)CSc1nc(C(C)C)nc2ccccc12,0%,-1%,6%,12%,i,-43%,1%,4%,i
CCC1Sc2ccccc2N(CC(=O)NC2CCCCC2)C1=O (configuration not stated),16%,1%,-6%[0.307 µM],11%,i,8%,-18%,17%[0.307 µM],-2%
COC(=O)c1c(C(=O)OC)c(-c2ccc(F)cc2)n2c1CSC2,-24%,0%,6%,u,i,1%,-2%,-20%,-15%
CC(C)N(C)c1ncnc2c1ncn2[C@H]1CN(Cc2ccc(-c3ccccc3)cc2)C[C@@H](CO)O1,15%,17%,-12%,17%,i,u,x,u,-28%
O=C(/C=C/c1ccccc1Cl)NNC(=O)c1cccs1,1%,-3%,12%,-10%,i,3%,-5%,8%,i
COCCN(C(C)=O)c1nnc(-c2cnccn2)s1,9%,-5%,3%,-2%,i,-6%,0%,1%,i
O=C(N/N=C/c1cccs1)C(=O)Nc1cccc(Cl)c1,-11%,-7%,-6%,2%,i,-17%,-1%,3%,-8%
O=C(NN1C(=O)c2ccccc2NC1c1ccco1)c1ccc(Br)cc1 (configuration not stated),16%,3%,-7%,28%,i,-31%,1%,-14%,-22%
CCCn1nc([N+](=O)[O-])c(C(C#N)c2nc3ccccc3o2)c(Cl)c1=O (configuration not stated),7%,-1%,u,-25%,i,43%,-1%,u,-39%
O=C(COC(=O)CCCSc1nc2ccccc2[nH]1)Nc1ccc(Cl)cc1,0%,-8%,14%,2%,i,-10%,1%,6%,-7%
CCN1CCN(C(c2ccc(OC)cc2)c2c(O)cc(C)n(CCOC)c2=O)CC1 (configuration not stated),0%,x,0%,8%,x,20%,x,2%,i
C[C@H](NC(=O)[C@@H]1CCCN1C(=O)[C@@H]1CCCN1C(=O)OC(C)(C)C)c1ccccc1,-8%,0%,-9%,13%,i,4%,x,11%,i
COC(=O)Cn1c2c(c3cc(C)ccc31)CCCC2,0%,0%,4%,-9%,i,12%,-1%,-17%,i
CSc1ccccc1C(=O)Nc1ccc2c(c1)OCO2,0%,-1%,-2%,12%,i,-16%,2%,9%,0%
O=C(O)CCC(=O)N(Cc1ccco1)c1nc(-c2ccccc2)cs1,-5%,7%,0%,18%,i,11%,-8%,3%,-4%
CC(=O)N1CCc2cc(S(=O)(=O)NC(CC(C)C)C(=O)Nc3cc(C)ccn3)ccc21 (configuration not stated),14%,-8%,2%,-4%,i,45%,1%,4%,i
COC(=O)C1C2CC(C(Br)C2Br)C1C(=O)O (configuration not stated),-3%,-1%,-6%,-7%,i,0%,x,2%,-1%
[O-][n+]1ccccc1SCc1ccccc1,5%,-4%,3%,29%,i,-41%,0%,20%,0%
Cc1ccc(NC2=C([N+](=O)[O-])CS(=O)(=O)C2)cc1,14%,u,4%,-8%,i,u,0%,1%,i
S=c1[nH]c2cc(Cl)ccc2s1,-73%[inhibitor],-52%[inhibitor],11%,-70%[inhibitor],i,-22%,0%,-11%,-1%[57.5 µM]
Cc1ccc(COc2ccc(/C=N/NC(=O)c3nnn(-c4nonc4N)c3COc3ccc(F)cc3)cc2)cc1,6%,-1%,1%,-6%,i,0%,2%,9%,-7%
COc1ccc(S(=O)(=O)N(C(C)=O)c2ccc3oc(=O)sc3c2)cc1,25%,14%,-24%,0%,i,u,-1%,5%,i
Cc1ccccc1C(=O)Nc1c(C(=O)Nc2cccc(F)c2)oc2ccccc12,-3%,x,-2%,7%,x,-5%,x,-5%,-20%
CC(=O)N1CCN(c2ccc(NC(=S)NC(=O)c3ccccc3)cc2)CC1,-10%,-9%,11%,3%,i,x,-12%,0%,i
COc1ccc(C(=O)C2CCCN(Cc3ccc(NC(C)=O)cc3)C2)cc1OC (configuration not stated),-33%,1%,-1%,-2%,i,-16%,1%,-12%,0%

# Entries of single compounds as entered above. Order of screens: Abeta yeast res	aSyn rescue	HEK293 tox	TDP43 rescue	pAkt inh	FUS yeast rescue	MmCpn inh	GLP-1R inv ag	PTHR1 ag
# COc1ccc(C(=O)C2CCCN(Cc3ccc(NC(C)=O)cc3)C2)cc1OC (configuration not stated) as listed: -33%	1%	-1%	-2%	i	-16%	1%	-12%	0%
# O=C(COC(=O)CCCSc1nc2ccccc2[nH]1)Nc1ccc(Cl)cc1 as listed: 0%	-8%	14%	2%	i	-10%	1%	6%	-7%

# Screens deposited in PubChem by National Center for Advancing Translational Sciences (NCATS).
